# MT1-MMP act inh – inhibitors of human MT1-MMP activation. P50281. HT1080 RFP-PRO-GFP cells, GFP/RFP ratio fluorescence, overnight; percent of plate control window, DMSO zero. GFP/RFP ratio change, % at 20 µM. AID 651647. 360,000 compounds, 0.061% hits;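 active = GFP/RFP ratio change of at least 30% with cell ATP level not reduced by more than half and red fluorescence within 50% of control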; also: strong numbers were not always called active
#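 Material – HT1080 RFP-PRO-GFP cells · Control set – DMSO wells and RFP-L50D-GFP cells · Incubation – overnight cell settling, then overnight compound exposure, 37 °C, 5% CO2 · Compound dosing – single-point 20 µM compound, 1% DMSO · Read-out – GFP/RFP fluorescence ratio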
# MsrA inhibitor – bovine MsrA inhibition. purified bovine MsrA, absorbance read-out. inhibition, % at 15.5 µM. 360,000 compounds, 0.75% hits. AID 651718; in the data active = inhibition above about 4.5%;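 also: 0% = vehicle wells with enzyme and 100% = reference inhibitor wells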
# bovine MsrA act – bovine methionine sulfoxide reductase A activation; 360,000 compounds, 0.3% hits; activation, % at 10.6 µM; purified bovine MsrA, absorbance read-out; in the data active = activation above about 7.5%;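 also: 0% = vehicle and 100% = reference activator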
# SKN-1 inh – inhibitors of C. elegans SKN-1. inhibition, % at 21.8 µM. 360,000 compounds, 0.49% hits. C. elegans VP596 Pgst-4::GFP/RFP ratio, acrylamide-induced, 24 h;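 active = interference check ratio from 0.5 to 1.5 plus GFP to RFP signal ratio inhibition reaching or exceeding a fixed threshold, cut at about 30% in these data, passing the limit was not always enough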; also: some compounds called inactive have numbers as strong as hits
# CendR NRP1 mod – modulators of CendR peptide binding to human neuropilin-1; FAM-RPARPAR peptide binding to NRP-1, fluorescence polarization; inhibition, % at 25 µM; 360,000 compounds, 0.85% hits; AID 602438;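 active = inhibition or corrected inhibition above about 18%, plus a signal ratio from 0.5 to 1.5, limit read from the data, passing the limit was not always enough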; also: strong numbers were not always called active
# PABP1 MLLE inh – blocks PAM2 peptide binding to the PABP1 MLLE domain; GST-MLLE / FITC-PAM2 fluorescence polarization; inhibition, % at 20 µM; 360,000 compounds, 0.36% hits; AID 588489; in the data active = inhibition above about 35%, passing the limit was not always enough;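 also: plate controls were DMSO wells with GST-MLLE for no effect and wells lacking GST-MLLE protein for full effect; some results filed as inactive read as strong as hits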
# FAS TE block – inhibitors of human fatty acid synthase thioesterase domain | P49327 | recombinant FAS-TE, OMFH fluorogenic substrate, fluorescence endpoint | inhibition, % at 15 µM | 360,000 compounds, 0.67% hits | AID 602261;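 active = compounds whose normalised, plate-corrected inhibition of enzyme fluorescence in the single-dose primary screen is 50% or more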;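 also: 0% = DMSO with enzyme and 100% = substrate without enzyme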
# Target sequence (P49327 whole entry, looked up, the tested form may be a part): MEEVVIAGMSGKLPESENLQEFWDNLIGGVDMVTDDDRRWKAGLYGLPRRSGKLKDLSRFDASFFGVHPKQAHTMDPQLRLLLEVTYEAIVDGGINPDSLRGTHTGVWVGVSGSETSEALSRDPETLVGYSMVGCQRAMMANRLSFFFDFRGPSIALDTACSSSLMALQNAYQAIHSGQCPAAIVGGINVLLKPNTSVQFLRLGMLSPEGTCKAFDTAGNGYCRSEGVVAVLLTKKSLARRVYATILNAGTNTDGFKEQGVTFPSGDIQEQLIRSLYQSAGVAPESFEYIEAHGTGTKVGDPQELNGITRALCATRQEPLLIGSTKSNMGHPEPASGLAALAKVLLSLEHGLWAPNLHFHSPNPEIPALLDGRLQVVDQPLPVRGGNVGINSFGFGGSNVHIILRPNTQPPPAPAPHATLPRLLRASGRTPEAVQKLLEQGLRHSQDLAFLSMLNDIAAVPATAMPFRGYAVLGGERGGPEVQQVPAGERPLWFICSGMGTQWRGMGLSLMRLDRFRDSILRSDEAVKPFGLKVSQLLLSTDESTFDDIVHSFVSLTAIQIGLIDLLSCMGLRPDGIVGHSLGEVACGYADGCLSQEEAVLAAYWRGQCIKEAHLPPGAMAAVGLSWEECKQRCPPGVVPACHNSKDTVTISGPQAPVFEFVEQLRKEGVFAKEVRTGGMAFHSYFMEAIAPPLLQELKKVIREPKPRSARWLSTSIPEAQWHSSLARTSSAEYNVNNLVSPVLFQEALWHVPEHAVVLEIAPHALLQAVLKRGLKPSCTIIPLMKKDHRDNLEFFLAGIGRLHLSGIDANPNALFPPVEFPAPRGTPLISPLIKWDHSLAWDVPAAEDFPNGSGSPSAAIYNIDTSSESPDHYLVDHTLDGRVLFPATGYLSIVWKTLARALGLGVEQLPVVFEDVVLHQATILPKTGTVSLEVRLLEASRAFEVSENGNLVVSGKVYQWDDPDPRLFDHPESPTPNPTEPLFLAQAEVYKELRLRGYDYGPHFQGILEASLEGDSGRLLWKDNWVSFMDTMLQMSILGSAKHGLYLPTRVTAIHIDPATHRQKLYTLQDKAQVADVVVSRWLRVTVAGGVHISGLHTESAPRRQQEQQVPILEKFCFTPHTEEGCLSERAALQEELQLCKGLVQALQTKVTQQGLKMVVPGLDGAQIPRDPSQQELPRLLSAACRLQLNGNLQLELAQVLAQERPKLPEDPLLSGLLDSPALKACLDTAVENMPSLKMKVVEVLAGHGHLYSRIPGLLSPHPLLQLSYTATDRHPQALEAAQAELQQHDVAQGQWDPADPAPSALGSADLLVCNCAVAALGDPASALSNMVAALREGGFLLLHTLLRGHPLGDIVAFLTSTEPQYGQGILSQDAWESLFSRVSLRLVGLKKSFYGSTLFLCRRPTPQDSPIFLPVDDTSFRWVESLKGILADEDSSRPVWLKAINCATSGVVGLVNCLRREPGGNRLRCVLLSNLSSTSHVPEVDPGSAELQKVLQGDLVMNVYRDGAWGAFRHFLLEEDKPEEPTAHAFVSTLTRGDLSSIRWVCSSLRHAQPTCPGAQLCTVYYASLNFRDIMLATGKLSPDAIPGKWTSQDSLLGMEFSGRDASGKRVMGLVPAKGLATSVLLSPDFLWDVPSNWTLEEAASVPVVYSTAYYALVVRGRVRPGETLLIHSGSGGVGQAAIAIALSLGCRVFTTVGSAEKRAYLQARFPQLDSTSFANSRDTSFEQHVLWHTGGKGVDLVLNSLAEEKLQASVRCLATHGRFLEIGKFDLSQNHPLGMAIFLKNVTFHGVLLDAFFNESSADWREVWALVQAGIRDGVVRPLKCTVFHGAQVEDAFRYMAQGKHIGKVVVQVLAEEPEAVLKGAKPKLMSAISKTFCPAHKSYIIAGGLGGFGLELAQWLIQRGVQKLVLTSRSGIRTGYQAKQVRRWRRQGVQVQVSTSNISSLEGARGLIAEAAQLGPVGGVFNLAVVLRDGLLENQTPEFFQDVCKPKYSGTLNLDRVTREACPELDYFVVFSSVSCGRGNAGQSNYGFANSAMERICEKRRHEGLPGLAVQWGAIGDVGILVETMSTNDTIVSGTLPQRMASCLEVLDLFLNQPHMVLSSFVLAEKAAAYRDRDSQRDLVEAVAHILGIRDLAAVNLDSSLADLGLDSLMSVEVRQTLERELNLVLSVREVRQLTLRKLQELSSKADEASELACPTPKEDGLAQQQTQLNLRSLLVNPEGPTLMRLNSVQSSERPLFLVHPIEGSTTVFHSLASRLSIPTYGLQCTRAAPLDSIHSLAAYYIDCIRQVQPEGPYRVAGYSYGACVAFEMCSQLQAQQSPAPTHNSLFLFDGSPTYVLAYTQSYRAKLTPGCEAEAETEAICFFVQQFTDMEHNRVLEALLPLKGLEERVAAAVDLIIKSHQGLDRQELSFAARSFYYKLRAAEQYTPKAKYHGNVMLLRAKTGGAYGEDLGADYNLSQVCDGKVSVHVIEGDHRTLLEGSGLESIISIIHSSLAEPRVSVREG
# eLon inh – inhibitors of E. coli Lon protease; 360,000 compounds, 0.42% hits; inhibition, % at 7.94 µM; P0A9M0; purified E. coli Lon protease, fluorescence polarization; in the data active = inhibition above about 13%, passing the limit was not always enough;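 also: 0% = enzyme with probe and DMSO and 100% = no enzyme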
# Tb MetRS inh – blocks T. brucei methionyl-tRNA synthetase activity | purified T. brucei MetRS, ATP depletion, Kinase-Glo luminescence | inhibition, % at 11.9 µM | 360,000 compounds, 0.4% hits | AID 624268;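 active = inhibition above a per-plate cutoff of the control wells' mean inhibition plus 3 SD, cut at about 5.5% in these data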;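 also: 0% = DMSO wells median and 100% = median of wells with control inhibitor compound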
#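 Material: parasite MetRS enzyme / Replication: singlicate, one well per compound / Signal: luminescence of leftover ATP / Schedule: 2 h aminoacylation at 25 °C after 15 min preincubation / Medium: HEPES-MgCl2-KCl buffer plus DTT, spermine, BSA, pyrophosphatase / Doses: 11.9 µM single point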
# The depositor's hits bear a star; / = not tested or not shown. Outcome played no part in choosing rows, and some 4% of all compounds hit somewhere here.
SMILES,MT1-MMP act inh,MsrA inhibitor,bovine MsrA act,SKN-1 inh,CendR NRP1 mod,PABP1 MLLE inh,FAS TE block,eLon inh,Tb MetRS inh
O=C(Nc1cc(Cl)ccc1N1CCCCC1)c1cccs1,-6.6,-0.2,1.1,0.2,8.3,0.5,23.5,-4.5,-0.1
COc1cc(/C=N/NC(=O)c2ccc(Cl)c(S(N)(=O)=O)c2)ccc1OCC(N)=O,-4.4,3.5,-10.0,-6.5,1.2,-30.7,-4.7,0.7,-1.2
CCOC(=O)c1ccc(NC(=S)N(CCCN2CCN(C)CC2)Cc2cccs2)cc1,1.3,0.5,-4.3,-17.8,1.5,-68.0,1.7,-4.7,-1.0
O=C(NCCCN1CCOCC1)NC1CCCCC1,2.0,0.7,-1.1,19.4,17.3,1.6,-6.6,-6.8,1.1
C[C@]1(C(=O)NCCc2c[nH]c3ccccc23)C=C[C@@H](Cc2ccccc2)N1C(=O)c1ccccc1,-4.3,-0.6,-2.7,-17.7,-0.6,2.1,21.2,-9.7,-0.2
Cc1ccc(S(=O)(=O)N2C[C@@H]3[C@H]4CC[C@H](C4)[C@@H]3[C@@H](C)[C@H]2c2ccn(Cc3ccccc3)c2)cc1,-12.2,-0.1,-0.7,6.9,-1.0,-9.7,13.5,10.9,0.2
CC(C)CCNC(=O)C1CC(c2cccc(F)c2)=NO1 (stereo not drawn),3.8,2.6,0.0,14.9,1.0,-4.7,-5.3,-10.4,-0.3
CCSc1ccc(-c2nn(-c3ccccc3)cc2/C=C(/C#N)C(=O)NCCCOC)cc1,0.2,-0.8,-2.9,9.2,-5.9,5.7,-4.5,2.1,0.1
COc1ccc(CNC(=O)c2ccc(=O)oc2)cc1OC,3.6,9.9*,-7.3,-19.3,4.9,-1.7,-6.2,-16.0,0.3
CC(C)CC(=O)N=Nc1c(O)[nH]c2ccccc12,2.8,0.9,-6.7,-6.0,8.8,20.3,-7.5,4.6,-0.3
CCNC(=O)N1CCN(S(=O)(=O)c2ccc3c(c2)OCCCO3)CC1,5.6,0.7,-1.0,5.5,-2.9,20.5,-0.8,0.1,0.3
CC#CCN1c2ccccc2[C@]23C[C@@H](C(=O)OC)N(C(=O)c4ccco4)C2=NC(C(=O)OC)=C(C(=O)OC)[C@H]13,-0.1,1.4,-0.2,31.5,-3.9,-15.0,-9.3,4.0,0.0
Cc1ccc(N2C(=O)CC(N3CCSCC3)C2=O)c(C)c1 (stereo not drawn),1.0,-1.5,-2.3,1.6,-1.8,-0.4,-2.9,1.0,1.9
N#C/C(=C\c1cccn1-c1ccccc1)C(=O)NC1CCCCC1,-12.2,2.7,-4.3,3.7,-1.6,10.7,32.9,7.3,-0.9
CCOc1ccc2oc(C(=O)N(CC)CC(=O)Nc3ccc(NC(C)=O)cc3)c(C)c2c1,-1.4,-0.8,-2.9,3.2,-2.9,0.4,4.8,-9.8,0.0
CCOc1cc(CNn2cn[nH]c2=S)cc(Cl)c1OCc1ccccc1F,-8.0,-0.3,-7.5,-7.1,-6.8,-43.5,0.5,1.1,-0.7
CC(C)CN1CCC(=O)N(CCN=[N+]=[N-])CC1,-0.6,-0.2,-1.4,17.6,13.5,-6.9,-5.9,-2.1,-0.3
CCOc1cc(N2CCOCC2)c(OCC)cc1NC(=O)C(C)(C)C,1.7,-1.0,-3.1,-6.0,2.6,0.2,-2.0,8.3,-0.3
C=CCNC(=O)Nc1ccc(Cl)cn1,-2.6,1.0,-3.7,3.9,0.9,5.2,-11.9,2.7,-0.5
CCC(C(=O)N1CCN(Cc2ccc3c(c2)OCO3)CC1)n1nnc2ccccc2c1=O (stereo not drawn),-1.1,0.2,-4.0,1.5,9.3,5.5,-7.0,-7.1,-0.1
Cc1c(P(=S)(c2ccccc2)c2ccccc2)[n+]2ccccc2n1C/C=C/c1ccccc1,-12.4,-0.3,-1.6,-9.4,8.4,-2.8,-7.9,-3.1,-0.1
O=C(Cn1cnc2ccccc21)Nc1cc(C(F)(F)F)ccc1N1CCOCC1,2.6,-0.6,1.6,6.5,4.1,-5.9,-3.5,-3.5,27.2*
COc1ccc(-c2nc3c(C)cc(Br)cn3c2Cc2cccc(Cl)c2)cc1OC,-3.4,2.1,-2.5,-1.7,-1.2,-0.2,27.4,-8.2,-0.8
C=C1C(=O)[C@]23C[C@H]1CCC2[C@]1(C)CCC[C@@](C)(C(=O)O)C1C[C@@H]3O (stereo partly drawn),-8.1,-0.6,-6.0,4.3,7.4,22.3,-3.9,-5.3,0.0
CCCC(=O)Nc1ccc(C=C(C(C)=O)C(C)=O)cc1,-3.3,0.0,-3.5,2.1,-9.8,13.9,-2.2,-10.9,-0.8
O=Nc1ccc(NOC(=O)c2ccccc2Br)cc1,-1.0,1.8,10.3*,-1.2,5.1,-8.6,-88.5,-10.7,0.0
Cc1ccccc1NC(=O)C(=O)N/N=C/c1cccc(Br)c1,-3.8,-0.3,-2.9,-25.0,21.9,-11.0,-9.5,-0.6,-0.3
COc1ccc(OCc2cc(C(=O)N3CCCC3)no2)c2ccccc12,-3.0,0.5,-0.7,22.4,6.7,8.3,24.2,11.6,-0.4
O=C(CN1C(=O)NC2(CCCCCC2)C1=O)N1CCN(c2ccccc2)CC1,2.0,-0.2,-1.4,21.8,-11.1,-4.4,-8.6,-10.5,-0.1
CCCCNC(=O)N(C)c1nncnc1C(=O)NC,0.0,-1.2,-13.1,-3.1,-10.4,-6.0,-13.0,-1.8,-1.2
O=C(C1CCCCC1)N1CCN=C1SCc1cccnc1,0.3,2.1,-1.0,20.8,1.4,-1.1,-7.1,-0.3,-0.4
NC(=O)C1CCN(c2nc(-c3cccnc3)cs2)CC1,-9.3,-0.4,1.9,4.5,13.4,25.1,-9.0,-5.5,-0.1
COc1ccc(C(=O)Nc2nccs2)cc1[N+](=O)[O-],3.2,2.6,-8.8,-10.5,-10.7,-11.8,-6.9,4.5,-0.6
CO[C@@H]1CN(C)C(=O)c2cc(NC(=O)NC3CCCCC3)ccc2OC[C@@H](C)N(CCc2ccccc2)C[C@H]1C,-4.7,-0.1,/,2.6,7.8,/,/,/,-0.3
CCO[C@@H]1OC(C(=O)NCc2nc3ccccc3[nH]2)=C[C@H](c2coc3ccccc3c2=O)[C@H]1CCCO,0.6,0.3,-1.3,7.0,-14.5,13.2,-11.2,-4.4,0.5
COCC1CCN(C(=O)c2cc(COc3cncc(Cl)c3)on2)C1 (stereo not drawn),1.8,0.3,-7.1,2.7,0.8,-1.1,-9.5,-6.3,-0.2
CCOc1ccc(N2C(=O)CSC23CCCCC3)cc1,-1.3,-0.9,-1.1,-21.1,15.9,8.1,-3.1,5.4,-0.6
O=C(O)C1CC(O)CN1C(=O)c1ccco1 (stereo not drawn),-1.6,0.2,1.6,2.6,9.9,-0.3,0.0,4.9,-1.2
O=C(NCC1CC1)c1ccc2c3n(nc2c1)-c1ccc(Cl)cc1CO3,3.9,0.3,-0.7,12.0,-1.9,-20.5,7.3,-10.9,-0.2
COc1ccc(CCNC(=O)Cc2cc(OCc3ccccc3)c(OC)cc2[N+](=O)[O-])cc1OC,/,0.3,-10.9,8.1,-2.3,0.1,3.7,-2.9,-2.1
CCOc1ccc(N2C(=O)CC(Sc3ccccc3C(=O)O)C2=O)c([N+](=O)[O-])c1 (stereo not drawn),1.3,0.7,-5.5,-18.9,3.1,40.5*,1.0,-0.6,0.1
CCC1CCCCN1S(=O)(=O)c1ccc(S(=O)(=O)N(Cc2cccs2)C2CC2)cc1 (stereo not drawn),-20.8,1.3,-2.3,12.6,8.6,1.6,30.6,3.7,-0.4
COc1cc(/C=N/NC(=O)C2CCN(CC(O)COCc3ccccc3)CC2)ccc1O (stereo not drawn),-1.0,2.5,-6.9,1.6,0.7,-2.7,-9.7,-7.8,-0.6
CCN(CC)S(=O)(=O)c1ccc(OC)c(NC(=O)COc2ccc3c(C)cc(=O)oc3c2)c1,2.9,1.2,-0.8,4.7,-2.2,-6.3,-18.8,2.8,0.0
O=C1CC(c2ccc(S(=O)(=O)NC3CC3)cc2)CN1 (stereo not drawn),1.6,1.5,-5.5,-15.0,-9.3,-0.9,-7.7,-0.1,-0.7
O=c1oc2ccccc2c2c1C(c1ccc(Cl)cc1)Nc1ccc3ccccc3c1-2 (stereo not drawn),-6.6,-0.4,2.5,11.5,-8.2,5.3,-4.3,-8.0,-0.5
Cc1ccc(NC(=O)c2ccc(-c3nn(C)c(=O)c4ccccc34)cc2)cc1,-2.1,0.8,3.0,-10.2,-4.4,9.1,14.6,-9.5,-0.1
CCN1CCCC1CN(Cc1cc2ccc(C)c(C)c2[nH]c1=O)C(=O)Nc1ccccc1OC (stereo not drawn),-0.4,0.3,1.4,18.1,4.0,-28.6,-13.3,-2.6,0.0
O=C(O)COc1ccc(S(=O)(=O)c2ccc(OCC(=O)O)cc2)cc1,4.8,1.4,-5.8,-4.4,0.6,7.7,-7.3,0.4,-0.2
Cc1cc(=O)oc2ccc(OCc3ccccc3)cc12,8.2,0.9,-9.9,2.1,-0.3,2.4,12.4,5.7,-1.2

# Next part
SMILES,MT1-MMP act inh,MsrA inhibitor,bovine MsrA act,SKN-1 inh,CendR NRP1 mod,PABP1 MLLE inh,FAS TE block,eLon inh,Tb MetRS inh
Cc1ccc2cccc([N+](=O)[O-])c2n1,-1.4,0.2,0.1,8.8,-4.4,0.4,0.1,-7.8,-0.2
C#CCN(CC(=O)OCC)S(=O)(=O)CCNC1CC1,2.8,-0.4,-1.0,8.1,-10.5,0.5,-3.9,-10.3,-0.4
COc1cc2c(cc1NC(=O)C(C)OC(=O)/C=C/c1ccc(OC(F)F)cc1)oc1ccccc12 (stereo not drawn),-4.2,1.8,-1.1,19.1,-5.7,2.2,30.6,-5.8,-0.2
Cc1nc2ncnn2c(N2CCN(C(c3ccccc3)c3ccccc3)CC2)c1C,-9.3,-1.2,1.0,6.2,4.4,4.6,17.0,-2.2,0.2
CN1CCN(NC(=O)Nc2ccc(Br)cc2)CC1,0.1,1.2,-6.7,15.1,1.0,7.5,-3.0,-0.2,-0.7
CCOc1ccc(N(CC(=O)Nc2ccc(CC)cc2)S(=O)(=O)c2c(C)[nH]c(=O)[nH]c2=O)cc1,1.7,1.6,-1.2,0.2,-1.2,6.6,1.4,-3.4,-0.3
Cc1ccccc1C(=O)Nc1nnc(SC(C)C)s1,1.5,-0.3,-10.1,11.6,7.2,-13.2,-10.1,7.5,-1.3
O=[N+]([O-])c1cccc(CP(=O)(c2ccccc2)c2ccccc2)c1,-2.1,-0.1,-1.3,-22.7,-1.0,-7.5,12.3,-7.5,0.2
CC(C)n1c(=O)nc(-c2ccccc2)c2cc3c(cc21)OCO3,1.8,1.8,-2.3,13.9,-5.0,-3.9,-5.0,-8.0,0.2

# A different layout for part of the listing above:
SMILES | MT1-MMP act inh | MsrA inhibitor | bovine MsrA act | SKN-1 inh | CendR NRP1 mod | PABP1 MLLE inh | FAS TE block | eLon inh | Tb MetRS inh
C#CCN(CC(=O)OCC)S(=O)(=O)CCNC1CC1 | 2.8 | -0.4 | -1.0 | 8.1 | -10.5 | 0.5 | -3.9 | -10.3 | -0.4
COc1cc2c(cc1NC(=O)C(C)OC(=O)/C=C/c1ccc(OC(F)F)cc1)oc1ccccc12 (stereo not drawn) | -4.2 | 1.8 | -1.1 | 19.1 | -5.7 | 2.2 | 30.6 | -5.8 | -0.2
Cc1nc2ncnn2c(N2CCN(C(c3ccccc3)c3ccccc3)CC2)c1C | -9.3 | -1.2 | 1.0 | 6.2 | 4.4 | 4.6 | 17.0 | -2.2 | 0.2
